# Source: PubChem BioAssay (National Center for Advancing Translational Sciences (NCATS))
# HP1b chromo inh = HTS for Inhibitors of HP1-beta Chromodomain Interactions with Methylated Histone Tails; Chromobox protein homolog 1 (Homo sapiens), P83916; AlphaScreen HP1-beta / biotin-H3K9me3 peptide binding; Potency, µM (titrated, usually from 114 µM), for the others: top-dose activity change, negative = inhibition, most hits filed as inhibitors; hit rate 0.56% among 390,000; AID 540317, 2011; further: potency means the concentration at half of the fitted maximal effect; nearly all actives have a fitted effect of over 70% in size; inactives centre near 23
#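 Compound inhibition of the preformed complex between 50 nM HP1-beta and 50 nM biotinylated H3K9me3 peptide was read by AlphaScreen. Buffer was PBS pH 7.4 with 0.01% Tween-20. Incubations ran 30 min at room temperature, with 10 ug/mL donor/acceptor beads.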
# ERG Ets-DNA blk = qHTS for Small Molecule Inhibitors of the ERG Ets/DNA interaction. Transcriptional regulator ERG (Homo sapiens), P11308. fluorescence polarization, His-ERG Ets domain / labelled DNA. Potency, µM (titrated, usually from 76.9 µM), without a hit: at the highest dose FP activity, negative = inhibition, most hits filed as inhibitors. hit rate 0.028% among 370,000; active means well fitted inhibition curve with a large enough effect in the polarisation, with a control signal flat; inconclusive means small, poorly fitted or top-dose-only effect, or effect the other way, or a change in a side signal; inactive means no such curve, though single readings can be large or run the other way; the % refers to the polarisation;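 further: polarization taken with two DNA probes labelled with fluorescein and Texas red; potency means the concentration at half of the fitted maximal effect; % of control where 0% means no effect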
# Target sequence (P11308 whole entry, looked up, the tested form may be a part): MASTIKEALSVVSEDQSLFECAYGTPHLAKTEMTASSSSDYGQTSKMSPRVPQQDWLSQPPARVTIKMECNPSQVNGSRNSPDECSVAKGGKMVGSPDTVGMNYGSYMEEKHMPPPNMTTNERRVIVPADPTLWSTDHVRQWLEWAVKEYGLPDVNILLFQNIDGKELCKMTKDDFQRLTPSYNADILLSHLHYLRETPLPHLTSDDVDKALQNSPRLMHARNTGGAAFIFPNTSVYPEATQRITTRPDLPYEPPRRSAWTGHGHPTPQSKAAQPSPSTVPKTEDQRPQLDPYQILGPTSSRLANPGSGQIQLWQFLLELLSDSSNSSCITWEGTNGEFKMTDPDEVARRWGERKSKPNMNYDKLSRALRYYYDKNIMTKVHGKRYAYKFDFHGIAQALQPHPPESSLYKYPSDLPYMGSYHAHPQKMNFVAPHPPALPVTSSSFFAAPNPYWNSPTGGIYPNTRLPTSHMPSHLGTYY
#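 His-tagged ERG Ets domain (1 uM in the protein solution; 300mM KCl, 50mM Tris-HCl, 1mM EDTA, 1mM DTT, pH 7.5) received compound, then a probe mix of 5 nM fluorescein-DNA and 100nM Texas-615-DNA. Fluorescence polarization was read for both dyes.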
# Pin1 inhibitor = qHTS Assay to Find Inhibitors of Pin1 | Pin1 FP peptide displacement, HiFluor488, 10 min | Potency, µM (doses to about 115 µM), for the others: at the highest dose activity, negative = inhibition, actives largely listed as inhibitors | hit rate 0.009% among 390,000; active means well fitted inhibition curve with a large enough effect in the polarisation, with a control signal flat, not every such curve was filed as active; inconclusive means small, poorly fitted or top-dose-only effect, or effect the other way, or a change in a side signal; inactive means no such curve, though single readings can be large or run the other way; the % refers to the polarisation; further: potency means the concentration at half of the fitted maximal effect; on the % scale 0 is the no-effect control and ±100 the full control effect
# GLS inhibitor = qHTS for Inhibitors of Glutaminase (GLS); GLS enzymatic activity, qHTS titration; AID 624170, 2012; Glutaminase kidney isoform, mitochondrial (Homo sapiens), O94925; Potency, µM (series often up to 45.5 µM), for inactives: at the highest dose activity change, negative = inhibition, actives largely listed as inhibitors; hit rate 0.21% among 410,000; further: potency means the concentration at half of the fitted maximal effect; on the % scale 0 is the no-effect control and ±100 the full control effect
#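 Two-point fluorescence kinetic (t0, 30 min RT) for hKGA; glutamate detected via glutamate oxidase–HRP–Amplex Red. Substrate: 1 mM L-glutamine solution; buffer 45 mM KH2PO4, pH 8.2.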
# PGK inhibitor = qHTS Assay to Find Inhibitors of Phosphoglycerate Kinase; hit rate 0.043% among 380,000; AID 602233, 2012; Potency, µM (top dose mostly 57.5 µM), for the others: top-dose activity change, negative = inhibition, actives largely listed as inhibitors; PGK/GAPDH coupled, Kinase-Glo luminescence, 60 min; further: potency means the concentration at half of the fitted maximal effect; on the % scale 0 is the no-effect control and ±100 the full control effect; nearly all actives have a fitted effect of over 60% in size
#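 Luminescent ATP detection (Kinase-Glo Plus) follows a 60-minute room-temperature incubation, with wells lacking PGK as controls. Buffer: 100 mM TEA (pH 7.6), 5 mM MgCl2, 0.01% Tween-20. Coupling enzyme GAPDH (100 nM final) supplies unstable 1,3-BPG in-well.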
# JMJD2A Tudor inh = qHTS Assay for Inhibitors of JMJD2A-Tudor Domain; Lysine-specific demethylase 4A (Homo sapiens), O75164; AlphaScreen JMJD2A-Tudor / H3K4me3 peptide binding; Potency, µM (top dose mostly 114 µM), for inactives: top-dose activity change, negative = inhibition, actives largely listed as inhibitors; hit rate 4.4% among 390,000; AID 504339, 2011; further: potency means the concentration at half of the fitted maximal effect; on the % scale 0 is the no-effect control and ±100 the full control effect; nearly all actives have a fitted effect of over 50% in size
# BAZ2B block = qHTS Assay for Inhibitors of BAZ2B; Bromodomain adjacent to zinc finger domain protein 2B (Homo sapiens), Q9UIF8; AlphaScreen BAZ2B-H3K14Ac peptide displacement; Potency, µM (doses to about 114 µM), for inactives: at the highest dose activity change, negative = inhibition, most hits filed as inhibitors; hit rate 4.4% among 360,000; AID 504333, 2011; further: potency means the concentration at half of the fitted maximal effect; on the % scale 0 is the no-effect control and ±100 the full control effect; nearly all actives have a fitted effect of over 60% in size
#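 AlphaScreen luminescence quantifies BAZ2B engagement of H3K14Ac peptide; the protein and biotinylated peptide are both at 50 nM final, buffer PBS pH 7.4 with 0.01% Tween-20, all steps at room temperature.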
# PI4K2A block = qHTS for small molecular inhibitors of PI4K2A | AID 1346378, 2018 | Phosphatidylinositol 4-kinase type 2-alpha (Homo sapiens), Q9BTU6 | hit rate 0.13% among 420,000 | activity change, negative = inhibition, % at 76.9 µM | purified PI4K2A, ADP-Glo luminescence, 1 h; active compounds read low; in the data active means activity change below about -50%; inconclusive means mostly about -30% to -49%;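 further: -100% = wells without enzyme as full effect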
# Target sequence (Q9BTU6 whole entry, looked up): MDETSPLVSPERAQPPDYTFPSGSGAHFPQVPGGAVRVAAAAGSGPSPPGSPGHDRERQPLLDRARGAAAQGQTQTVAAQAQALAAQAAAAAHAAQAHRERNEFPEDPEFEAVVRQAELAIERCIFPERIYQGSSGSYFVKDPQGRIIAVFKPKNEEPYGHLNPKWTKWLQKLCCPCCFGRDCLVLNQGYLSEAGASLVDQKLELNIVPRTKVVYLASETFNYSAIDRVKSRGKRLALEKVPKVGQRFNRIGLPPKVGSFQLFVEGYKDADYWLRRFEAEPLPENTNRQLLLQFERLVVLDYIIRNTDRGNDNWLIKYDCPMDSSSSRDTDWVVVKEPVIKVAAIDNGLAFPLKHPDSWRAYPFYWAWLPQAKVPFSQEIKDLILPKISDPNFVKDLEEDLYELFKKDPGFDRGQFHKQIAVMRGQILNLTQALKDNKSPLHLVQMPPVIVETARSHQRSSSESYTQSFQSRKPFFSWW
#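 Compounds are screened against recombinant PI4K2A using PI as substrate and ATP, the latter dispensed at 300 microM. Reactions run one hour at ambient temperature before ADP-Glo detection; full inhibition defined by wells lacking enzyme.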
# G9a block = qHTS Assay for Inhibitors of Histone Lysine Methyltransferase G9a. G9a H3K9 monomethylation, AlphaScreen, 2 h. Potency, µM (top dose mostly 102 µM), for inactives: top-dose activity, negative = inhibition, most hits filed as inhibitors. hit rate 8.8% among 350,000. AID 504332, 2011; further: potency means the concentration at half of the fitted maximal effect; on the % scale 0 is the no-effect control and ±100 the full control effect; nearly all actives have a fitted effect of over 75% in size
#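 Quantitative HTS format: methyltransferase activity on a biotin-tagged H3K9 peptide is measured by AlphaScreen, using a rabbit anti-monomethyl-H3K9 antibody with streptavidin donor and anti-IgG acceptor beads. Final levels are 20 nM enzyme, 500 nM peptide, 20 uM SAM; 2 h RT.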
# Starred values were filed as active, the others as inactive; i = inactive; ? = inconclusive; . = no result given; [ ] = another dose, or the depositor's remark. Unless noted, the call rests on the fitted dose curve; in most records, active means well fitted curve in the direction sought with a large enough effect; inconclusive means small, poorly fitted or top-dose-only effect, or another doubt; inactive means no such curve, though single readings can be large; an effect the other way counts as inactive or inconclusive.
Pin1 inhibitor,GLS inhibitor,PGK inhibitor,JMJD2A Tudor inh,ERG Ets-DNA blk,BAZ2B block,HP1b chromo inh,G9a block,PI4K2A block,Structure
1%,5%,-2%,-12%,-4%,2%,24%,13%,0,CC(OC(=O)CC1Sc2ccccc2NC1=O)C(=O)NC1CCCC1 (stereo unspecified)
-1%,1%,5%,-17%,5%,-1%,30%,7%[59 µM],-1,CC(=O)c1cccc(NS(=O)(=O)c2cc(OCC(N)=O)c(C)cc2Cl)c1
24%,6%,-5%,-9%,-3%,9%,33%,9%[12.7 µM],-6,CCc1cccc(NC(=O)CSCc2nc3sc(C)c(C)c3c(=O)[nH]2)c1
1%,-1%,-10%,-6%,6%,-15%,20%,-16%,4,CCOC(=O)c1c(C)[nH]c(C)c1S(=O)(=O)Nc1ccc(CN2CCCCC2)cc1
14%,-18%,-10%,89µM*,10%,6%,-36%,2.2µM*,-8,O=c1[nH]cnc2c1sc(=S)n2-c1ccccc1
9%,-18%,i,-34%,11%,?,14%,?,3,Cc1ccc2[nH]c(=O)c(C3C(C#N)=C(N)Oc4c3ccc3cccnc43)cc2c1 (stereo unspecified)
4%,0%,4%,-15%,-2%,-6%,35%,.,1,Cc1ccc(CN2CCN(C3CCCC3)C(CCO)C2)s1 (stereo unspecified)
0%,0%,-8%,-11%,6%,4%,-7%,52%[activator],0,COCCOC(=O)C1=C(C)NC(=O)NC1c1cc2c(cc1Br)OCO2 (stereo unspecified)
28%,5%,0%,-13%,2%,-2%,16%,?,-5,COC(=O)c1c(-c2ccccc2)csc1NC1=NS(=O)(=O)c2ccccc21
3%,10%,-6%,1%,10%,2%,15%,24%[2.33 µM],-2,CCOC(=O)C1CCN(C(=S)Nc2cc(OC)c(OC)cc2C(=O)OC)CC1
-2%,2%,-1%,9%,-4%,2%,20%,18%,-3,O=C1NC(Cc2ccccc2)C(=O)Nc2ccc(Br)cc21 (stereo unspecified)
0%,-6%,-1%,-9%,-3%,-1%,15%,?,-3,CCS(=O)(=O)CCSc1nc(-c2ccc(Br)cc2)cc(-c2ccccc2)c1C#N
-7%,?,-8%,3.2µM*,5%,.,-16%[57 µM],.,-14,Nc1nc(=S)c2[nH]c(=S)[nH]c2[nH]1
-1%,-5%,-3%,20%,10%,4%[57.1 µM],41%[activator],29%,-3,Cc1cccn2c(=O)c3cc(C(=O)NC4CCCCC4C)n(C)c3nc12 (stereo unspecified)
37%[activator],1%,9%,-13%,0%,-19%,26%,-5%[59 µM],0,CC(CNC(=O)C1CCN(Cc2cc3ccccc3n2Cc2ccccc2)CC1)c1ccccc1 (stereo unspecified)
0%,6%,-10%,-17%,-2%,-10%,14%,-2%[59 µM],-1,O=C(Nc1cccc(C(F)(F)F)c1)C(SCCO)c1ccccc1 (stereo unspecified)
-1%,1%,0%,-13%,-8%,9%,17%,-5%[12.7 µM],0,CN(CC(=O)NCc1ccco1)C(=O)C1CC(=O)N(c2ccc3c(c2)OCCO3)C1 (stereo unspecified)
-1%,8%,0%,-5%,4%,.,27%,.,-1,CCCn1cnc2c(SCCc3ccccc3)nc(N)nc21
-1%,-2%,-6%,2%,-2%,0%,35%,10%,4,COc1cccc(-c2nnn(CC(=O)Nc3ccc(C)cc3C)n2)c1OC
-4%,-15%,-7%,-30%,-2%,-2%,14%,3.5µM*,-5,O=C(Nc1nccs1)C(Br)C(Br)c1ccccc1 (stereo unspecified)
-16%,22%,-6%,?,6%,.,-17%,.,-18,COC(=O)CCC(=O)OC1(C)C(=O)C2=CN(c3ccccc3)C(c3ccc(OC)cc3)=CC2=C(Br)C1=O (stereo unspecified)
3%,0%,1%,-31%,2%,50µM*,17%,45µM*,-3,COc1ccc(Nc2nc(C(=O)N(CCO)Cc3ccccc3)cs2)cc1
-5%,-9%,-2%,-18%,16%,-9%,7%,-13%,7,CN(C)C(CNC(=O)CCc1c[nH]c2ccccc12)c1ccccc1 (stereo unspecified)
-5%,6%,4%,-13%,.,0%,32%,17%[59 µM],-3,CCCn1c(N)[n+](CC(=O)c2ccco2)c2ccccc21
12%,-2%,-8%,-29%,5%,1%,11%[57 µM],-5%[59 µM],3,Cc1ccc(C(=O)N2CCN(c3ccccc3F)CC2)cc1NC(=O)c1nsc2ccccc12
0%,-7%,-3%,5%,-8%,-6%,35%,?,2,CCN(CC)S(=O)(=O)c1cccc(C(=O)N[C@H](C(=O)O)C(C)C)c1
-2%,-6%,-5%,-17%,-2%,0%,10%,.,1,COc1ccc(CN2CCOCCOCCN(Cc3ccc(OC)cc3)CCOCCOCC2)cc1
-3%,3%,-4%,-10%,-4%,-5%,55%[activator],0%[12.7 µM],2,CCC(Sc1nnnn1-c1ccccc1)C(=O)NC(C)c1ccccc1 (stereo unspecified)
-3%,-1%,i,-10%,.,-4%,29%,-5%[12.7 µM],-2,COc1cccc(NC(=O)CN(C)C(=O)c2c(C)noc2C)c1
-9%,-8%,i,-12%,-3%,9%,31%,-4%[12.7 µM],1,[O-][n+]1ccc(C2CC2)cc1
-7%,8%,-6%,-23%,10%,-19%,31%,9%[12.7 µM],-7,C#CCNC(=O)C1=C[C@H](c2ccccc2)C[C@H](OCCCCO)O1
7%,14%,-11%,12%,-4%,-14%,32%[activator],-3%,-4,CC(C)Cc1nnc(NC(=O)c2ccc3c(=O)n4c(nc3c2)CCC4)s1
39%[activator],10%,-4%,40µM*,4%,.,?,.,-8,CC(C)=CCC/C(C)=C/CNC(=O)C[C@H]1C[C@H](C(=O)N2CCOCC2)[C@@]2(C)c3[nH]c4cc(-c5ccco5)ccc4c3CCN2C1=O
6%,7%,5%,-9%,0%,-11%[57.1 µM],18%,-1%,-10,COc1ccc(/C=C2\CCCC3C2=NN(C(=O)c2ccco2)C3c2ccc(OC)c(OC)c2)cc1OC (stereo unspecified)
1%,-3%,5%,5µM*,-4%,56µM*,?,?,-12,O=C(CCN1CCCCCC1)Nc1ccc2c(c1)OCCO2
3%,-1%,-2%,6%[57.1 µM],-5%,1%,51%[activator],16%[59 µM],0,CCN=c1sc(C(=O)OC)cc(=O)n1CC
-3%,1%,-6%,-7%,-17%,-6%,24%,26%[59 µM],-1,COc1ccccc1N(CN1C(=O)c2ccccc2C1=O)C(=O)c1cccc(C)c1
-3%,-2%,-8%,18%,-8%,-30%,42%,-33%[59 µM],6,CCC1CCCCN1C(=O)COC(=O)c1cc2ccccc2cc1O (stereo unspecified)
-4%,3%,-10%,-22%,2%,-22%,28%,10%,1,CC1=CC(C)(C)N(C(=O)CN2C(=O)CCC2=O)c2ccccc21
-16%,17%,-5%,-2%[11.4 µM],-1%,56µM*,-25%,28µM*,-4,O=C(O)c1cccc(N2C(=O)C3C4C=CC(C4=C(c4ccccc4)c4ccccc4)C3C2=O)c1 (stereo unspecified)
2%,4%,4%,-15%,-1%,11%,46%[activator],8%[59 µM],-1,CCN1CCCC1CNC(=O)Cn1cc2c(n1)CCC(C)C2 (stereo unspecified)
-12%,-18%,?,71µM*,3%,50µM*,?,.,1,C/C(=N\Nc1ccc(C(=O)O)cc1)c1ccc(Br)cc1
7%,7%,-12%,-10%,6%,25%,41%[activator],5%,-1,COc1ccc(-n2nc(C(=O)NCC(=O)NC(C)C)c3ccccc3c2=O)cc1
4%,-6%,-8%,-9%,-2%,-31%,21%,18%,6,CCOC(=O)c1c(C)[nH]c(C(=O)OCc2ccccc2)c1C
-1%,0%,-13%,-10%,15%,-14%,24%,-38%,0,COc1ccc(-n2nc(C(=O)NCC(=O)O)c3ccccc3c2=O)cc1
3%,1%,1%,-5%,14%,-5%,44%[activator],19%[12.7 µM],-2,Cc1cnc(C(=O)OCC(=O)NCc2cccc(Cl)c2)cn1
0%,-8%,1%,-21%,-3%,-5%,12%[57 µM],?,6,Cc1[nH]nc(SCC(=O)NCC(C)C)c1[N+](=O)[O-]
-14%,12%,i,?,-3%,?,28%,8%,-3,COc1ccc(-c2nc(N)nc(C)c2-c2ccc(Cl)cc2)c(O)c1
?,9%,5%,36%,0%,14%,20%,81%[activator][59 µM],-3,O=C(Nc1ccc2c(c1)OCCO2)NC12CC3CC(CC(C3)C1)C2
-10%,-1%,-4%,-2%,4%,0%,36%,-13%[12.7 µM],-7,O=C(Oc1ccc(-c2nnco2)cc1)N1CCCCC1
